TRHR enhancer = TRH receptor (human) allosteric enhancement | P34981 | TRHR cells, fluo-8 calcium fluorescence, EC20 TRH enhancement | enhancement, % at 2 µM | 0.66% of 360,000 active; in the data active = enhancement above about 30%; note: 0% is about no effect
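Enhancer read-out: after compound pinning and an initial kinetic agonist-mode read, an EC20 of TRH (10 nM final) was injected and fluo-8 calcium signal (Ex 480/Em 530) followed at 1 s/cycle for 100 cycles in TRHR-expressing cells.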
D1 antag = blocks dopamine activation of the human D1 receptor; P21728; HEK293 TREx D1 cells, calcium flux, dopamine EC80; stronger effect = lower value; activity change, negative = inhibition, % at 10 µM; 3.2% of 360,000 active; in the data active = activity change below about -30%; note: % is set by controls: 0 for no effect and ±100 for the full control effect
Target sequence (P21728 whole entry, looked up): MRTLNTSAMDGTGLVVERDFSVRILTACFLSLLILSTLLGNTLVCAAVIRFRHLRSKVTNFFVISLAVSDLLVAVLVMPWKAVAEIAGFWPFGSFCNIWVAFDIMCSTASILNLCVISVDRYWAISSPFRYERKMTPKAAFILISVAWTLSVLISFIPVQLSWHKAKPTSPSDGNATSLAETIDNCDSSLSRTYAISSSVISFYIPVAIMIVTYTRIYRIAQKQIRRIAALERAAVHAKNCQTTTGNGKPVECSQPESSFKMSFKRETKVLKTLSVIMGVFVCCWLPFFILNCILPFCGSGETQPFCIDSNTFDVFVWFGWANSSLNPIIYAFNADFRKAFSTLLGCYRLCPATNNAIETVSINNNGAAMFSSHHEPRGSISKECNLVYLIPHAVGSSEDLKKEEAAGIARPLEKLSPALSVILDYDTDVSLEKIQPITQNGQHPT
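Using tetracycline-induced force-coupled D1 Hek293 cells and a calcium dye, signals were followed for 180 s after compound, then for 180 s after EC80 dopamine, to detect inhibitors.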
D1 potentiator = human D1 dopamine receptor positive modulation; P21728; HEK293 TREx D1 cells, calcium flux, dopamine EC20 potentiation; potentiation, % at 10 µM; 0.036% of 360,000 active; in the data active = potentiation above about 30%; note: 0% is about no effect
D2 agonist = activates the human D2 dopamine receptor. HEK293 T-REx D2 cells, calcium flux agonist mode. activation, % at 2 µM. 0.53% of 340,000 active. AID 485358;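 active = activation over 3 SD above normal in the single-dose calcium agonist read, cut at about 30% in these data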; note: 0% is about no effect
Target sequence (P14416 whole entry, looked up): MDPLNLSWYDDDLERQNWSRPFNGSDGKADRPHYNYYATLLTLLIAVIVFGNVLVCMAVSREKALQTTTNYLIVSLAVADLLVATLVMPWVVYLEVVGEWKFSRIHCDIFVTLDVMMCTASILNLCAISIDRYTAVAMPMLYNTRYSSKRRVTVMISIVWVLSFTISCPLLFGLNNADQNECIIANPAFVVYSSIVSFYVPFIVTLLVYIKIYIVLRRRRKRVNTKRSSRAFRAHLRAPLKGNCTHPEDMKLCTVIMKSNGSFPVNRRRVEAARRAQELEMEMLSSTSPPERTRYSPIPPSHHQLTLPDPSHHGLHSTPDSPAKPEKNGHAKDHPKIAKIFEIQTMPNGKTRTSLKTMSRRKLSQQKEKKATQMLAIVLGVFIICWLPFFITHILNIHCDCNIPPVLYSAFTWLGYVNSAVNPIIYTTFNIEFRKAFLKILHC
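Tetracycline-induced HEK293 Trex cells with D2 receptor force-coupled to calcium signaling, plated overnight at 30 C and loaded with no-wash calcium dye. Calcium flux read kinetically for 180 s after compound addition; responses flag agonists.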
RXFP1 antag = antagonists of human relaxin receptor RXFP1. Q9HBX9. HEK293-RXFP1, relaxin-stimulated cAMP HTRF, 30 min; stronger effect = lower value. activity change, negative = inhibition, % at 57.5 µM. 0.59% of 350,000 active;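 active = activity change of -60% or lower, but not beyond a set lower limit; inconclusive = change between -60% and -40%, or beyond the set limit; inactive = change above -40%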; note: % is set by controls: 0 for no effect and ±100 for the full control effect
D2 potentiator = positively modulates the human D2 dopamine receptor allosterically | P14416 | HEK293 T-REx D2, calcium flux, EC20 dopamine potentiation | potentiation, % at 10 µM | 0.34% of 340,000 active | AID 485347;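 active = potentiation over 3 SD above the plate norm, cut at about 30% in these data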; note: 0% is about no effect
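Cells plated with tetracycline inducer and held overnight at 30 C; calcium dye loaded 30–90 min at room temperature; baseline taken, compound added and read 180 s; EC20 dopamine then added and read 180 s.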
TRHR agonist = TRH receptor (human) agonism | TRHR cells, calcium flux fluo-8, FDSS agonist mode | activation, % at 2 µM | 0.18% of 360,000 active; note: 0% is about no effect
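Steps: seed TRHR cells overnight; add fluo-8 no-wash Ca dye, RT 30 min–1.5 h; record 10 s baseline; pin-transfer compounds; monitor fluorescence 1 cycle/s for the agonist window. Calcium increases flag candidate agonists.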
D1 ag = activates the human D1 dopamine receptor; P21728; HEK293 T-REx D1 cells, calcium flux, agonist mode; activation, % at 2 µM; 1% of 360,000 active; AID 504660; note: 0% is about no effect
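Inducible HEK293 T-REx D1 cells, force-coupled to calcium signalling, were plated at 4000 cells/well with tetracycline and held overnight at 30 C. After no-wash calcium dye loading, compound-evoked calcium rise over 180 s flagged agonists.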
D2 antag = antagonists of human D2 dopamine receptor. HEK293 TREx D2 cells, calcium flux, dopamine EC80. inhibition, % at 10 µM. 2% of 340,000 active. AID 485344; in the data active = inhibition above about 30%; note: 0% is about no effect
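Compounds are added to dye-loaded, induced HEK293 T-REx cells coupled to calcium release via D2; after a 3 min kinetic read an EC80 dopamine stimulus is given and fluorescence is recorded for 3 more min.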
* = called active by the depositor; u = inconclusive; x = no result given. Cut-off read from the data, not from the text of the source, unless noted: active = activation above about 30%; inactive = the rest. Compounds were not picked by outcome (roughly 7.1% active in at least one column).

mol,TRHR enhancer,D1 antag,D1 potentiator,D2 agonist,RXFP1 antag,D2 potentiator,TRHR agonist,D1 ag,D2 antag
CC1CC(C)CN(S(=O)(=O)N2CCC(C(=O)NCCc3ccccc3)CC2)C1 (stereo not drawn),-2.3,-10.8,-3.5,0.3,-1.7,0.9,-0.2,4.7,5.4
COc1ccc(CCN=C(NS(=O)(=O)c2ccc(Cl)cc2)c2ccccc2)cc1,-17.2,-16.6,-3.9,0.5,-10.9,-16.5,-0.1,0.4,-10.6
Cc1ccc(S(=O)(=O)c2cc3c(=O)n4ccccc4nc3n(Cc3ccco3)c2=N)cc1,-8.6,-32.1*,-0.1,1.4,7.5,3.4,15.5,8.9,-1.2
O=C(CN1C(=O)/C(=C/c2ccccc2F)SC1=S)NC1C=CS(=O)(=O)C1 (stereo not drawn),1.2,-7.6,-5.0,-1.0,-4.3,5.1,-0.2,0.8,7.5
O=C1OC(c2ccco2)=N/C1=C\c1ccc(-c2cccc(C(F)(F)F)c2)o1,-3.4,-1.5,-5.7,0.4,-13.6,-3.4,0.8,4.3,0.4
O=C(Cn1cnc2c(nnn2-c2ccc(F)cc2)c1=O)NCc1ccco1,-3.5,20.2,3.2,0.2,-10.6,-18.7,0.0,-3.2,-5.9
O=C(C1CCCO1)N1CCN(c2ccccn2)CC1 (stereo not drawn),-2.5,10.6,7.8,1.9,4.3,11.5,0.3,4.7,7.2
CCn1c(SCc2ccc(C)cc2)nnc1-c1nn(-c2ccccc2)ccc1=O,-3.6,0.5,4.5,0.2,-8.5,0.2,0.1,2.6,-6.8
COc1ccc(-n2c(SCC(=O)Nc3cc(C)on3)nc3c([nH]c4ccccc43)c2=O)cc1,-4.3,-23.7,-6.1,1.1,x,11.7,0.2,1.6,-10.6
COc1ccccc1C(=O)NCCn1ccc2ccccc21,13.5,0.5,-4.0,0.7,-6.2,-4.3,-0.2,2.6,-0.9
Cc1ncc([N+](=O)[O-])n1CC(=O)NC1CCCC1,-4.2,-7.8,-6.0,x,-2.4,x,0.5,2.7,x
CCOc1ccc(CCNC(=O)C2CCN(c3nnc(-n4cccc4)s3)CC2)cc1,9.3,18.1,x,1.5,x,12.4,-0.9,-0.1,11.2
Cc1ccc(S(=O)(=O)N2CCN(C(=O)c3ccco3)CC2)c(C)c1,6.3,2.5,-4.5,-1.0,4.4,2.5,-1.5,4.1,6.9
O=C1CN(C(=O)c2c(F)cccc2F)C(c2ccccc2)c2cc(Br)ccc2N1 (stereo not drawn),-5.5,-3.5,0.6,1.2,2.4,-6.6,-0.1,16.3,13.0
CC1CN(Cc2ccccc2)c2nc3c(c(=O)n(CC(N)=O)c(=O)n3C)n2C1 (stereo not drawn),9.8,-7.0,-0.5,0.4,11.1,2.1,0.4,4.0,9.0

Quoted from the listing.
Result for CC1CC(C)CN(S(=O)(=O)N2CCC(C(=O)NCCc3ccccc3)CC2)C1 (stereo not drawn) under D2 antag: 5.4
Result for O=C(C1CCCO1)N1CCN(c2ccccn2)CC1 (stereo not drawn) under RXFP1 antag: 4.3

Additional entries.
mol,TRHR enhancer,D1 antag,D1 potentiator,D2 agonist,RXFP1 antag,D2 potentiator,TRHR agonist,D1 ag,D2 antag
CCc1cc2c3c(c(=O)oc2cc1OC)CCCC3,-6.5,12.4,-2.1,-1.1,-4.9,11.9,-0.2,0.8,5.3
O=C(Nc1cccc2c1CCCC2)c1ccccc1F,0.4,21.5,1.2,-1.1,-20.0,-9.0,-0.1,2.7,3.2
COc1cc(CN2CC(=O)N(c3ccc(C)c(C)c3)C2=S)cc(OC)c1OC,1.3,3.3,4.0,x,1.3,x,0.4,5.8,x
CCC(CC)C(=O)NCCc1ccc(F)cc1,-2.9,-2.5,-4.0,0.2,-5.6,-4.2,0.6,1.5,9.5
COc1ccc2[nH]c(C)c(CN3CCC(C)CC3)c(=O)c2c1,-2.7,5.3,-9.9,1.2,-4.9,5.7,0.7,1.3,-16.9
Cc1cc(C)c(NC(=O)CNC(=O)COC(=O)C2=COCCO2)c(C)c1,6.0,7.8,-2.4,0.5,4.5,-5.9,0.6,1.6,16.3
Cc1c(C(=O)Nc2ccc(Cl)cc2)c2ccccn2c1C(=O)c1ccc([N+](=O)[O-])cc1,8.9,7.8,3.8,2.3,-1.4,0.6,0.1,1.6,-6.1
CC(C)(C)OC(=O)CNC(=O)c1[nH]cnc1C(=O)N[C@@H](CCCCNC(=O)OC(C)(C)C)C(=O)OC(C)(C)C,0.8,-12.9,0.9,0.1,x,-3.9,-0.4,-2.1,-11.8
CCN(C(=O)C1CCN(S(=O)(=O)c2ccc3c(c2)oc(=O)n3C)CC1)c1cccc(C)c1,-5.5,-39.1*,x,0.2,x,3.8,0.3,0.8,38.9*
Cc1cc(NS(=O)(=O)c2ccc(-c3ccccc3)cc2)no1,4.9,3.7,2.5,-0.7,-1.6,-7.7,-1.1,1.7,24.4
COC(=O)c1cc(Sc2c(Cl)cccc2Cl)ccn1,1.4,0.3,13.9,-0.7,-3.1,1.8,-0.6,2.2,1.2
c1ccc(-c2csc(Nc3ccccn3)n2)cc1,3.8,-19.2,-3.2,-0.4,u,-1.4,-0.9,4.0,-8.7
COc1ccc(/C=N/NC(=S)NC2CCS(=O)(=O)C2)cc1 (stereo not drawn),-2.5,-5.7,-2.8,0.1,4.6,9.6,-0.2,4.0,-4.7
Cc1cc(NC(=O)COc2nnc(-c3ccccc3)c3ccccc23)no1,6.0,-6.5,-3.0,0.4,-9.0,3.4,-0.8,1.7,19.4
CC(NC(=O)CC12CC3CC(CC(C3)C1)C2)C(=O)O (stereo not drawn),7.9,1.6,4.2,0.5,23.4,2.0,1.2,3.4,10.0

Continuation.
mol,TRHR enhancer,D1 antag,D1 potentiator,D2 agonist,RXFP1 antag,D2 potentiator,TRHR agonist,D1 ag,D2 antag
CN(CC(=O)N1CCCCCC1)S(=O)(=O)c1ccc(Br)s1,-1.4,-20.9,0.7,1.1,-0.9,-6.8,1.8,0.4,12.5
CCOC(=O)C1CCN(C(=O)C2CCN(S(=O)(=O)c3cc(Cl)ccc3OCC)CC2)CC1,5.4,-2.3,1.2,0.7,-11.6,-1.7,0.0,-0.6,6.6
FC(F)(F)c1cc(-c2cccs2)nc2cc(-c3cccs3)nn12,4.5,10.3,14.7,0.4,-9.9,-6.2,0.5,4.9,6.3
Cc1ccccc1S(=O)(=O)c1cc(C#N)c(=O)[nH]c1N,0.0,12.6,-5.2,0.3,-0.4,-1.5,0.9,5.1,1.9
O=C(CN1CCN(c2ccc(Cl)cc2)CC1)NCc1cccs1,-1.5,0.5,-0.8,0.5,-1.9,2.9,0.3,4.7,-13.1
O=C(NCCc1ccncc1)c1ccccc1F,6.0,-3.7,-1.0,0.4,-6.3,-1.5,0.3,4.1,-9.0
Cc1ccc(C(=O)OCC(=O)c2ccc(CC(=O)N3CCOCC3)s2)c(C)c1,-7.2,-15.7,3.5,0.2,-24.7,-3.0,-0.1,7.9,-23.0
Cc1ccccc1NCCC(=O)Nc1ccc(F)cc1,-7.1,11.9,-14.2,-1.4,-10.8,-15.7,-0.9,4.2,7.8
COc1ccc(OCC(=O)NNC(=O)c2ccccc2OCc2c(C)noc2C)cc1,17.5,-15.9,-7.0,-0.5,u,-7.6,-0.5,1.1,3.7
CC(C)NC(=O)/C(=C/c1ccco1)c1ccccc1,-3.4,-16.7,-2.9,-1.8,-1.4,4.2,-0.2,0.4,-20.9
COc1ccc(OC)c(-n2nnc(-c3nc(-c4ccc5c(c4)OCO5)no3)c2C)c1,1.0,9.6,-1.1,0.3,-15.4,-1.5,-0.3,0.4,x
COc1cccc(Nc2cc(C)nc3nc(-c4ccc(Cl)cc4)nn23)c1,-0.9,-6.4,-2.1,-0.3,x,-0.1,-0.1,2.3,x
O=C(c1ccc(S(=O)(=O)c2ccccc2)cc1)N1CCc2ccccc2C1,-6.0,-16.3,-9.2,0.4,-5.2,1.6,0.0,6.1,3.7
CCc1ccccc1NC(=O)N1CCc2ccccc21,-1.3,-14.6,20.1,-1.4,6.9,-7.8,0.7,0.0,12.0
Cc1occc1-c1nc(-c2ccncc2)no1,0.5,7.0,6.8,0.1,-8.4,-13.6,0.4,4.8,-5.9

(cont.)
mol,TRHR enhancer,D1 antag,D1 potentiator,D2 agonist,RXFP1 antag,D2 potentiator,TRHR agonist,D1 ag,D2 antag
Cc1ccc(C(=O)N/C(=C/c2ccco2)C(=O)N2CCCCCC2)cc1,0.4,-4.3,-2.8,0.2,-31.6,0.6,0.2,0.0,-18.6
Cn1cccc1C(=O)NCc1ccccn1,6.8,21.3,-4.0,-0.3,8.8,-1.8,0.3,1.8,-5.8
Cc1ccc(-c2csc3nc4cc(C(=O)NC5CCC(O)CC5)ccc4c(=O)n23)cc1 (stereo not drawn),4.2,1.2,-1.9,0.5,x,1.3,-0.4,1.7,-4.6
CN(C)c1nc(OCCNC(=O)COc2ccccc2Cl)nc(N(C)C)n1,-1.9,-5.3,-6.6,-1.0,8.9,0.9,-0.8,5.7,-11.3
COc1ccccc1N1CCN(C(c2cccs2)C(C)NS(=O)(=O)c2ccccc2)CC1 (stereo not drawn),-1.7,-5.0,0.3,-1.4,2.3,-14.6,-0.1,1.4,-18.5
O=C(O)c1ccccc1-c1ccccc1C(=O)NCc1ccccc1F,-3.1,-3.8,-1.4,1.1,-5.8,-0.9,0.6,-0.7,2.2
O=c1[nH]cnc2cc(Cl)ccc12,3.0,11.8,-0.7,0.4,-5.1,-2.3,0.7,0.0,9.0
COc1ccc2nc(N3C(=O)/C(=C/c4ccc(Cl)cc4)NC3=S)sc2c1,6.1,0.3,11.8,1.3,1.8,10.7,2.1,7.2,-3.2
CCOc1cc(NC(=O)c2ccccc2C)c(OCC)cc1NC(=O)C1=Cc2ccccc2OC1,-2.7,2.3,-0.8,0.7,-9.3,9.0,-0.2,2.7,13.5
CCOc1ccsc1C(=O)OC,6.6,-3.7,0.8,0.5,8.6,-1.0,0.3,5.0,-46.4
CCN(CC)CCNc1ncnc2c1sc1nc(N3CCCC3)c3c(c12)CC(C)(C)OC3,-0.5,7.8,-2.5,1.1,u,7.5,-0.1,1.0,-25.2
c1ccc(C2CNCCc3ccccc32)cc1 (stereo not drawn),-10.2,-42.2*,-18.5,1.3,-5.6,3.6,0.4,15.3,-3.1

2 compounds drawn at random from those above:
mol,TRHR enhancer,D1 antag,D1 potentiator,D2 agonist,RXFP1 antag,D2 potentiator,TRHR agonist,D1 ag,D2 antag
Cn1cccc1C(=O)NCc1ccccn1,6.8,21.3,-4.0,-0.3,8.8,-1.8,0.3,1.8,-5.8
c1ccc(C2CNCCc3ccccc32)cc1 (stereo not drawn),-10.2,-42.2*,-18.5,1.3,-5.6,3.6,0.4,15.3,-3.1

Among those listed so far, these contain a CF3 group:
mol,TRHR enhancer,D1 antag,D1 potentiator,D2 agonist,RXFP1 antag,D2 potentiator,TRHR agonist,D1 ag,D2 antag
O=C1OC(c2ccco2)=N/C1=C\c1ccc(-c2cccc(C(F)(F)F)c2)o1,-3.4,-1.5,-5.7,0.4,-13.6,-3.4,0.8,4.3,0.4
FC(F)(F)c1cc(-c2cccs2)nc2cc(-c3cccs3)nn12,4.5,10.3,14.7,0.4,-9.9,-6.2,0.5,4.9,6.3
